# Assay outcomes from PubChem BioAssay.
# HTT cytoprotect – cytoprotection in Huntington HTT-Q103 PC12 cell model; PC12 HTT-Q103 induced, cytoprotection, ATP luminescence, 40 h; Potency, µM (series often up to 56.4 µM), without a hit: cytoprotection (ATP increase), usual class: activators; actives 0.14% (n = 230,000);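 also: potency is read from the fitted curve at half-maximal effect; % of control where 0% means no effect; nearly all actives have a fitted effect of over 45% in size; toxic huntingtin expression switched on by the ecdysone agonist tebufenozide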
#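 Cells were plated at 1500 per well in phenol red-free DMEM with 5% equine and 5% calf serum. Tebufenozide (100 nM final) and compounds were added, then ATPlite reagent, and luminescence was read.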
# HTT aggregate – inhibitors of mutant huntingtin aggregate formation in PC12 cells; PC12 HttQ103-GFP aggregates, Acumen cytometry, 40 h; Potency, µM (doses to about 46.1 µM), inactives show at the top dose activity change, negative = inhibition, usual class: inhibitors; actives 1.1% (n = 220,000); also: potency is read from the fitted curve at half-maximal effect; % is scaled to controls: 0 for no effect and ±100 for the full control effect; nearly all actives have a fitted effect of over 60% in size
#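 Steps: seed 1500 PC12 HTTQ103-GFP cells/well; add tebufenozide, 100 nM final; add compound titration; add ATPLite reagent; quantify GFP aggregates by laser scanning cytometry.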
# GAA spleen mod – lysosomal alpha-glucosidase (human) modulation. actives 0.006% (n = 240,000). human spleen homogenate, 4-MU-alpha-glucoside fluorescence. Potency, µM (titrated, usually from 79.9 µM), inactives show at the highest dose activity change, negative = inhibition, actives largely listed as inhibitors. P10253;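 also: potency is read from the fitted curve at half-maximal effect; 0% = enzyme with vehicle and -100% = no enzyme basal signal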
#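 AC50 values come from Hill-equation fits of concentration-response data, normalized to no-enzyme and full-activity controls. Enzyme source: 1 ug human spleen homogenate; 1 mM fluorogenic 4-MU glucoside, pH 5.0 citrate buffer, 37 C, 40 min.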
# GAA glycogen – alters human alpha-glucosidase cleavage of glycogen; P10253; recombinant GAA, glycogen substrate, Amplex Red glucose oxidase fluorescence; Potency, µM (top dose mostly 76.4 µM), for the others: at the highest dose activity change, negative = inhibition, usual class: inhibitors; actives 0.38% (n = 300,000); AID 2100;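 also: potency is read from the fitted curve at half-maximal effect; 0% = full enzyme reaction and -100% = no-enzyme basal signal; the screen sought inhibitors and activators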
#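 Recombinant human enzyme (4 nM); glycogen substrate; 37 C, 40 min, pH 5.0. Readout: coupled glucose oxidase/Amplex Red fluorescence.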
# CBFb RUNX1 block – CBF-beta/RUNX1 interaction disruption. AID 1477. 230,000 tested, under 10 active. AlphaScreen CBFb-His/RUNX1-biotin binding, biochemical. Q01196+Q13951. Potency, µM (series often up to 59.8 µM), inactives show top-dose activity, negative = inhibition, most hits filed as inhibitors; also: % of control where 0% means no effect
# Target sequence (Q01196 whole entry, looked up): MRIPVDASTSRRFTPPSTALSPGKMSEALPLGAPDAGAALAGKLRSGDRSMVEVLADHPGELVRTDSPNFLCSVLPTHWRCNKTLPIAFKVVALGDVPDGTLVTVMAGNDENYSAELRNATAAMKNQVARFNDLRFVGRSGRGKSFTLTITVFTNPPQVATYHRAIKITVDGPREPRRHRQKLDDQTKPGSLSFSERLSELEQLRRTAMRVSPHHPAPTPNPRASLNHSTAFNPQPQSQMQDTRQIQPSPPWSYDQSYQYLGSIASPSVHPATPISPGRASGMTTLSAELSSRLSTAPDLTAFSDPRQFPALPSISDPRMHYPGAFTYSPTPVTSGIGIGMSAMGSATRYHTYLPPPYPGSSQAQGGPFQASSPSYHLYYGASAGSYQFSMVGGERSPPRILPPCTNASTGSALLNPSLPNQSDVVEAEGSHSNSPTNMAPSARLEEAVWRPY
# Target sequence (Q13951 whole entry, looked up): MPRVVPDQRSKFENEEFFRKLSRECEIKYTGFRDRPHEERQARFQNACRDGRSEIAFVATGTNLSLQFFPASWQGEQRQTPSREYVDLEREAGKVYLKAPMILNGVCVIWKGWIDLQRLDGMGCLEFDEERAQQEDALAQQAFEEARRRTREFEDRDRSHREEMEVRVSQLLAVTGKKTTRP
#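 Interaction loss through any mechanism counts as activity. Pre-formed complex of His-CBF-beta and biotin-RUNX1 (30 nM apiece) is incubated with compound 15 min, then with 50 ng nickel and 50 ng streptavidin beads for 90 min before AlphaScreen detection.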
# GAA inhib – alpha-glucosidase (human) inhibition | P10253 | purified human GAA, 4-MU-alpha-glucoside fluorescence | Potency, µM (titrated, usually from 76.9 µM), without a hit: top-dose activity change, negative = inhibition, actives largely listed as inhibitors | actives 0.005% (n = 200,000);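 also: potency is read from the fitted curve at half-maximal effect; plate controls were uninhibited enzyme wells for no effect and no-enzyme background for full effect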
#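 Enzyme (4 nM final) mixed with compound (up to 77 uM), then 4-MU-alpha-D-pyranoside (400 uM final) added; 20 min at room temperature, pH 5.0. Reaction stopped at pH 10, fluorescence read, AC50 derived by Hill fit.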
# Lamin A splicing – LMNA splicing modulation; HeLa LMNA splicing GFP/RFP minigene ratio, 48 h; Potency, µM (top dose mostly 46.1 µM), without a hit: at the highest dose ratio change, negative = inhibition, usual class: inhibitors; actives 0.01% (n = 200,000); active = well fitted inhibition curve with a large enough effect in the signal ratio, with a control signal flat, not every such curve was filed as active; inconclusive = small, poorly fitted or top-dose-only effect, or effect the other way, or a change in a side signal; the % refers to the signal ratio; also: potency is read from the fitted curve at half-maximal effect; % is scaled to controls: 0 for no effect and ±100 for the full control effect
#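 S3 HeLa cells stably expressing lamin A-EGFP splicing minigene plus DsRed2, 600 cells/well, 48 h compound exposure at 37C. Laser-scanning cytometry; analysed as GFP (500-530 nm)/RFP (575-640 nm) total intensity ratio; 0.5% DMSO vehicle.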
# Active calls of the source: *; ? = inconclusive; . = not tested or not shown; [ ] = dose if it differs, or a comment. Unless noted, calls follow the shape of the dose curve; as a rule, active = well fitted curve in the direction sought with a large enough effect; inconclusive = small, poorly fitted or top-dose-only effect, or another doubt; inactive = no such curve, though single readings can be large; an effect the other way counts as inactive or inconclusive.
SMILES,HTT cytoprotect,HTT aggregate,GAA spleen mod,GAA glycogen,CBFb RUNX1 block,GAA inhib,Lamin A splicing
CCc1cc2c(NCCC(=O)O)ncnc2s1,3%,4%,-4%,-2%,2%,3%,1%
O=c1[nH]c(=O)n(Cc2ccco2)c2c1C(C(F)(F)F)(C(F)(F)F)N=C(CCC1CCCCC1)N2,-27%,4%,-13%,-8%,5%,2%,12%
O=C(COc1ccc(/C=N/NC(=O)c2ccccc2O)cc1)Nc1ccccc1,-32%,-5%,3%,-21%,1%,-1%,3%[46 µM]
COc1ccccc1C(=O)O/N=C(\N)c1ccc(Cl)cc1,-11%,22%,6%,5%,0%,6%,6%
Cc1cc(C)n(-c2nc3sc4c(c3c3nnc(SCC(N)=O)n23)CC(C)(C)OC4)n1,-4%[10 µM],11%,2%,1%,1%,8%,-3%
COC(=O)C/C=C/[C@@H](C)[C@@H](/C=N/O[C@@H](C)c1cn([C@H](CO)Cc2ccccc2)nn1)NS(=O)(=O)c1ccc(C)cc1,.,7%,2%,6%,1%,4%[15.4 µM],4%
C=CCn1c(SC)nnc1C1COc2ccccc2O1 (centres undefined),20%,-8%,3%,12%,11%,-30%,-5%[46 µM]
CCCN(CC1CC1)C(=S)NC(=O)C1CC1,.,15%,-2%,19%,0%,-1%,.
O=C(NCC1(N2CCOCC2)CCCCC1)c1cccc(S(=O)(=O)N2CCc3ccccc3C2)c1,-37%[inhibitor],-29%,-2%,-7%,-1%,-13%,-19%[46 µM]
O=C(NCCCN1CCCC1)c1ccc2c(Cl)c3c(nc2c1)CCCC3,16%,-27%,-1%,5%,3%,?,.
COCc1cc(C)nc2sc(C(=O)NC3CCCCC3)c(N)c12,-15%[10 µM],10%,-3%,-10%,10%,4%,-3%
N#Cc1ccc(N/N=C/c2cn(-c3ccccc3)nc2-c2ccccc2)c([N+](=O)[O-])c1,15%[10 µM],19%,-8%,7%,?,6%,-4%
CC(=O)N(c1ccc(C)cc1)S(=O)(=O)c1ccc(Cl)cc1,-8%,-9%,1%,4%,-3%,-3%,?
C[C@@H](c1ccccc1)N1C(=O)[C@H]2[C@H]3[C@H](O)[C@H](O)C/C(=N/OCc4ccccc4)[C@H]3CC[C@@H]2C1=O,?,.,2%[17.4 µM],.,-7%[13.1 µM],.,.
CCc1nc(-c2cc3ccc(C)cc3[nH]c2=O)no1,-62%[inhibitor][10 µM],5%,2%,2%,4%,?,0%

# A different layout for part of the listing above:
mol | HTT cytoprotect | HTT aggregate | GAA spleen mod | GAA glycogen | CBFb RUNX1 block | GAA inhib | Lamin A splicing
CCc1cc2c(NCCC(=O)O)ncnc2s1 | 3% | 4% | -4% | -2% | 2% | 3% | 1%
O=c1[nH]c(=O)n(Cc2ccco2)c2c1C(C(F)(F)F)(C(F)(F)F)N=C(CCC1CCCCC1)N2 | -27% | 4% | -13% | -8% | 5% | 2% | 12%
O=C(COc1ccc(/C=N/NC(=O)c2ccccc2O)cc1)Nc1ccccc1 | -32% | -5% | 3% | -21% | 1% | -1% | 3%[46 µM]
COc1ccccc1C(=O)O/N=C(\N)c1ccc(Cl)cc1 | -11% | 22% | 6% | 5% | 0% | 6% | 6%
Cc1cc(C)n(-c2nc3sc4c(c3c3nnc(SCC(N)=O)n23)CC(C)(C)OC4)n1 | -4%[10 µM] | 11% | 2% | 1% | 1% | 8% | -3%
COC(=O)C/C=C/[C@@H](C)[C@@H](/C=N/O[C@@H](C)c1cn([C@H](CO)Cc2ccccc2)nn1)NS(=O)(=O)c1ccc(C)cc1 | . | 7% | 2% | 6% | 1% | 4%[15.4 µM] | 4%
C=CCn1c(SC)nnc1C1COc2ccccc2O1 (centres undefined) | 20% | -8% | 3% | 12% | 11% | -30% | -5%[46 µM]
CCCN(CC1CC1)C(=S)NC(=O)C1CC1 | . | 15% | -2% | 19% | 0% | -1% | .
O=C(NCC1(N2CCOCC2)CCCCC1)c1cccc(S(=O)(=O)N2CCc3ccccc3C2)c1 | -37%[inhibitor] | -29% | -2% | -7% | -1% | -13% | -19%[46 µM]
O=C(NCCCN1CCCC1)c1ccc2c(Cl)c3c(nc2c1)CCCC3 | 16% | -27% | -1% | 5% | 3% | ? | .
COCc1cc(C)nc2sc(C(=O)NC3CCCCC3)c(N)c12 | -15%[10 µM] | 10% | -3% | -10% | 10% | 4% | -3%
N#Cc1ccc(N/N=C/c2cn(-c3ccccc3)nc2-c2ccccc2)c([N+](=O)[O-])c1 | 15%[10 µM] | 19% | -8% | 7% | ? | 6% | -4%
CC(=O)N(c1ccc(C)cc1)S(=O)(=O)c1ccc(Cl)cc1 | -8% | -9% | 1% | 4% | -3% | -3% | ?
C[C@@H](c1ccccc1)N1C(=O)[C@H]2[C@H]3[C@H](O)[C@H](O)C/C(=N/OCc4ccccc4)[C@H]3CC[C@@H]2C1=O | ? | . | 2%[17.4 µM] | . | -7%[13.1 µM] | . | .
CCc1nc(-c2cc3ccc(C)cc3[nH]c2=O)no1 | -62%[inhibitor][10 µM] | 5% | 2% | 2% | 4% | ? | 0%

# (further entries)
SMILES,HTT cytoprotect,HTT aggregate,GAA spleen mod,GAA glycogen,CBFb RUNX1 block,GAA inhib,Lamin A splicing
Oc1ccc(Cl)cc1C=Nc1ccccc1Br,4%[10 µM],-6%,0%,-8%,-2%,1%,-11%
Cc1cc(N2CCC(C)CC2)nc2ccc(N3C(=O)CCC3=O)cc12,5%,-2%,1%,-7%,2%,?,5%
CCn1cc(C(=O)O)c(=O)c2cc(F)c(N3CCN(C(=S)NC(=O)c4ccc(F)c(F)c4)CC3)cc21,-6%[10 µM],2%[9.22 µM],1%,5%,1%,14%,.
Cc1cc(C)c2c(N)c(S(=O)(=O)c3ccccc3)sc2n1,-48%[inhibitor],?,5%,-14%,11%,-1%,?
CCOC(=O)N1CCN(C(=O)c2cnn3c(C(F)F)cc(-c4ccc(C)cc4)nc23)CC1,9%[10 µM],3%,-2%,-1%,10%,-6%,0%
CCOC(=O)C1CCN(C(=O)c2c(-c3ccccc3)noc2C)CC1,?,7%[9.22 µM],-4%,-6%,5%,2%,.
COc1ccc(NC(=O)CS(=O)(=O)c2cn(CC(=O)N3CCOCC3)c3ccccc23)cc1,-7%,-3%,1%,3%,-5%,3%,-2%[9.22 µM]
O=C(Nc1ccc(Cl)cn1)c1cc2ccccc2o1,1%[10 µM],3%,-1%,2%,9%,6%,0%
CCSc1nc(C)c(CCOc2cccc(C)c2)c(=O)[nH]1,20%,26%,4%,-14%,-4%,-3%,.
CCNC(=S)N1CCN(CC(=O)Nc2ccc(OC)cc2)CC1,.,26%,3%,-4%,13%,-2%,.
COc1ccc(-n2c(C)nn(C)c2=O)cc1,0%,1%,-5%,7%,4%,5%,2%
C=CC1=C2C=C(C3CC3)N(CCOC)C=C2C(=O)C(C)(OC(=O)c2ccco2)C1=O (centres undefined),5%[10 µM],.,-10%[17.4 µM],.,4%[13.1 µM],.,-6%[9.22 µM]
COc1cccc(/C(C#N)=C/c2c(-c3ccc(Cl)cc3)nc3c(C)cccn23)c1,-12%[10 µM],-13%,-2%,-3%,-25%,-6%,?
COc1ccc(N(CC(=O)N/N=C/c2cc(Br)c(C)o2)S(=O)(=O)c2ccc(NC(C)=O)cc2)cc1,-4%[10 µM],11%[9.22 µM],-3%,-2%,-14%,9%,?
O=C(c1cccnc1)N1c2ccccc2Sc2ccccc21,-20%,-9%,1%,-4%,9%,-2%,.
O=C(CSc1nnc2ccc(-c3ccccn3)nn12)NCC1CCCO1 (centres undefined),19%,5%[9.22 µM],-3%,10%,-6%,4%,-10%[46 µM]
Cc1ccccc1/C=C/C12NC(=O)CN1c1ccccc1C2(C)C (centres undefined),5%[10 µM],11%[9.22 µM],-20%,-13%,5%,.,.
O=C(Nc1ccccc1Cl)N1CCN(c2ccc3nnc(-c4ccccc4)n3n2)CC1,-30%,?,11%,-32%,-2%,-8%,-8%
Cc1ccccc1NC(=O)CCC(=O)OCCCC(F)(F)C(F)(F)F,1%,7%,-14%,-7%,3%,-5%,12%
CC1(C)CC(CCC(=O)Nc2ccccc2Cl)C(=O)O1 (centres undefined),-9%[0.074 µM],-24%,8%,19%,3%,?,8%
CCOC(=O)/C(C#N)=C(C)/C=C1\Sc2ccccc2N1CC,17%[10 µM],-8%,1%,-1%,-6%,-1%,?
Cc1nnc(SCC(=O)NC23CC4CC(CC(C4)C2)C3)s1,-14%,-14%[9.22 µM],-7%,-10%,6%,4%,.
C=CCNc1ccc(N2C(=O)C3CCC(C)CC3C2=O)cc1[N+](=O)[O-] (centres undefined),-26%,9%,2%,-6%,1%,-9%,?
COc1cccc(-c2nnc(-c3ccc(C(F)(F)F)cc3)o2)c1,18%[10 µM],-10%,-26%,-1%,?,2%,-10%
Cc1ccc(NNC(=O)c2cc(C)on2)c(C)c1,16%[10 µM],13%[9.22 µM],-4%,?,3%,.,.
C#CCOCCOCCOCCNc1nc(N2CCN(C(=O)[C@H](Cc3ccc(O)cc3)n3cc(C(N)CC(C)C)nn3)CC2)nc(N2CCN(C(=O)[C@H](CCC(=O)O)n3cc(C(N)[C@H](C)CC)nn3)CC2)n1 (some centres undefined),13%[10 µM],1%[9.22 µM],4%,-15%,11%,.,.
COc1cccc(CNc2nc(SC)ncc2CO)c1,.,?,1%,1%,-3%,3%,10%
NC(=O)CSc1nnnn1-c1ccc2c(c1)OCCO2,25%[1.9 µM],-5%,0%,-3%,4%,-1%,-3%
CC(C)(C)c1ccc(Cn2nnc3c(=O)[nH]c(C4CCN(C(=O)Cc5cccs5)CC4)nc32)cc1,-25%,13µM*,-5%,-12%,-10%,?,?
Cc1sc2ncnc(N[C@@H](CCC(=O)O)C(=O)O)c2c1C,-13%[0.074 µM],-6%,2%,-2%,12%,-2%,5%
Fc1ccc(Nc2c3c(nc4ccccc24)CCC3)cc1,-6%,?,3%,?,1%,0%,?
CC1=C(C)CC(C(=O)Nc2ccc3c(c2)OCO3)C(C(=O)O)C1 (centres undefined),-14%,15%,3%,-16%,-6%,4%,-5%[46 µM]
CCN(CC(=O)Nc1cccc(Br)c1)Cc1nc2ccccc2c(=O)[nH]1,1%,8%,2%,2%,7%,-3%,-9%
O=C(NNS(=O)(=O)c1ccccc1)c1cnn(-c2ccc(Cl)cc2)c1C(F)(F)F,22%[10 µM],4%[9.22 µM],5%,-8%,0%,.,.
